# Screening results deposited in PubChem BioAssay by several laboratories.
# STEP inh: STEP phosphatase inhibitors, primary screen, biochemical, fluorescence intensity, uHTS | Tyrosine-protein phosphatase non-receptor type 5 (Homo sapiens), P54829 | recombinant STEP, OMFP fluorogenic substrate | inhibition, % at 20 µM | 360,000 tested, 0.25% active | AID 588621, 2011;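 active means inhibition at 20 µM, scaled per plate between control wells, above about 37%, limit read from the data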;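 further: 0% = DMSO with enzyme and substrate and 100% = substrate only without enzyme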
#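 Measure: Control-normalized % inhibition with plate pattern correction | Test system: STEP phosphatase, cell-free reaction | Medium: pH 6.0 Bis-Tris with DTT and Tween 20 | Technique: Fluorescence, 480/540 nm | Times: Reaction 20 min, ambient temperature | Doses: Single compound dose of 20 µM, 1% DMSO final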
# SKN-1 block: suppressors of acrylamide-induced Pgst-4::GFP reporter in worms, primary screen, SKN-1 inhibitor project, whole organism, uHTS, GFP/RFP fluorescence ratio, strain VP596; C. elegans VP596 Pgst-4::GFP/RFP ratio, 24 h; inhibition, % at 21.8 µM; 360,000 tested, 0.49% active;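 active means interference check ratio from 0.5 to 1.5 plus GFP to RFP signal ratio inhibition reaching or exceeding a fixed threshold, cut at about 30% in these data, passing the limit was not always enough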; further: some compounds called inactive have numbers as strong as hits
# SUMO1-SIM PPI: modulators of SUMO1 protein-protein interactions, primary screen, biochemical, uHTS | Small ubiquitin-related modifier 1 (Homo sapiens), P63165 | SUMO1 binding to a labelled peptide, TR-FRET, 1 h | inhibition, % at 20 µM | 360,000 tested, 0.33% active; in the data active means inhibition above about 37%
# LMPTP block: LMPTP phosphatase inhibitors, primary screen, biochemical, fluorescence intensity, uHTS. 360,000 tested, 0.22% active. Low molecular weight phosphotyrosine protein phosphatase (Homo sapiens), P24666. recombinant LMPTP-A, OMFP fluorogenic substrate. AID 651560, 2012. inhibition, % at 20 µM;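 active means compounds that cut the enzyme signal by at least half of the control window in the single-dose screen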;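 further: plate controls were DMSO wells with enzyme plus substrate for no effect and substrate without enzyme for full effect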
#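 Test system – LMPTP-A phosphatase enzyme · Quantity – 0.625 nM LMPTP-A final · Reagent – OMFP substrate, 400 µM final · Dosing – one test concentration per compound, 20 µM, with 3% DMSO overall · Timing – 50 min enzyme reaction at room temperature, protected from light · Detection – fluorescence intensity · Controls – substrate-only low control, DMSO enzyme-plus-substrate high control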
# Tb MetRS inh: T. brucei MetRS inhibitors, primary screen, biochemical, luminescence. 360,000 tested, 0.4% active. inhibition, % at 11.9 µM. purified T. brucei MetRS, ATP depletion, Kinase-Glo luminescence. AID 624268, 2012. methionyl-tRNA synthetase (Trypanosoma brucei brucei);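 active means inhibition above a per-plate cutoff of the control wells' mean inhibition plus 3 SD, cut at about 5.5% in these data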;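 further: 0% = DMSO wells median and 100% = median of wells with control inhibitor compound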
#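 Material: parasite MetRS enzyme / Replication: singlicate, one well per compound / Signal: luminescence of leftover ATP / Schedule: 2 h aminoacylation at 25 °C after 15 min preincubation / Medium: HEPES-MgCl2-KCl buffer plus DTT, spermine, BSA, pyrophosphatase / Doses: 11.9 µM single point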
# NRP1-CendR mod: modulators of CendR peptide binding to NRP-1, primary screen, biochemical, fluorescence polarization, uHTS. Neuropilin-1 (Homo sapiens), O14786. FAM-RPARPAR peptide binding to NRP-1. inhibition, % at 25 µM. 360,000 tested, 0.85% active. AID 602438, 2012;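 active means inhibition or corrected inhibition above about 18%, plus a signal ratio from 0.5 to 1.5, limit read from the data, passing the limit was not always enough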; further: strong numbers were not always called active
# Neddyl block: inhibitors of cullin neddylation, primary screen, biochemical, TR-FRET, uHTS, NAE and Ubc12; NEDD8-conjugating enzyme Ubc12 (Homo sapiens) + NEDD8-activating enzyme E1 regulatory …; calls only at 25 µM; 360,000 tested, 0.58% active; in the data active means inhibition above about 36%
# Scp1 inh: Scp-1 phosphatase inhibitors, primary screen, biochemical, colorimetric, uHTS; Recombinant Scp1, phosphopeptide, malachite green phosphate absorbance; inhibition, % at 20 µM; 340,000 tested, 0.88% active; AID 493091, 2011;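 active means inhibition above about 50% at 20 µM, limit read from the data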;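 further: plate controls were DMSO wells with enzyme for no effect and wells lacking enzyme for full effect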
#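 Incubation: 45 min enzyme reaction at room temperature / System: truncated SCP-1 phosphatase (76-261aa) / Reagent: Phospho 17-mer peptide substrate / Buffer or medium: Acidic Tris acetate buffer with magnesium and detergent / Signal: absorbance at 630 nm / Doses: one concentration, 20 µM, with 1.0% DMSO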
# DNMT1 inh: human DNMT1 methyltransferase inhibitors, primary screen, biochemical, molecular beacon, fluorescence, HinP1I cleavage, uHTS | inhibition (reported as % activation of signal), % at 10 µM | DNA (cytosine-5)-methyltransferase 1 (Homo sapiens), P26358 | 360,000 tested, 0.83% active; in the data active means inhibition above about 50%
# Target sequence (P26358 504-1616 limits assumed): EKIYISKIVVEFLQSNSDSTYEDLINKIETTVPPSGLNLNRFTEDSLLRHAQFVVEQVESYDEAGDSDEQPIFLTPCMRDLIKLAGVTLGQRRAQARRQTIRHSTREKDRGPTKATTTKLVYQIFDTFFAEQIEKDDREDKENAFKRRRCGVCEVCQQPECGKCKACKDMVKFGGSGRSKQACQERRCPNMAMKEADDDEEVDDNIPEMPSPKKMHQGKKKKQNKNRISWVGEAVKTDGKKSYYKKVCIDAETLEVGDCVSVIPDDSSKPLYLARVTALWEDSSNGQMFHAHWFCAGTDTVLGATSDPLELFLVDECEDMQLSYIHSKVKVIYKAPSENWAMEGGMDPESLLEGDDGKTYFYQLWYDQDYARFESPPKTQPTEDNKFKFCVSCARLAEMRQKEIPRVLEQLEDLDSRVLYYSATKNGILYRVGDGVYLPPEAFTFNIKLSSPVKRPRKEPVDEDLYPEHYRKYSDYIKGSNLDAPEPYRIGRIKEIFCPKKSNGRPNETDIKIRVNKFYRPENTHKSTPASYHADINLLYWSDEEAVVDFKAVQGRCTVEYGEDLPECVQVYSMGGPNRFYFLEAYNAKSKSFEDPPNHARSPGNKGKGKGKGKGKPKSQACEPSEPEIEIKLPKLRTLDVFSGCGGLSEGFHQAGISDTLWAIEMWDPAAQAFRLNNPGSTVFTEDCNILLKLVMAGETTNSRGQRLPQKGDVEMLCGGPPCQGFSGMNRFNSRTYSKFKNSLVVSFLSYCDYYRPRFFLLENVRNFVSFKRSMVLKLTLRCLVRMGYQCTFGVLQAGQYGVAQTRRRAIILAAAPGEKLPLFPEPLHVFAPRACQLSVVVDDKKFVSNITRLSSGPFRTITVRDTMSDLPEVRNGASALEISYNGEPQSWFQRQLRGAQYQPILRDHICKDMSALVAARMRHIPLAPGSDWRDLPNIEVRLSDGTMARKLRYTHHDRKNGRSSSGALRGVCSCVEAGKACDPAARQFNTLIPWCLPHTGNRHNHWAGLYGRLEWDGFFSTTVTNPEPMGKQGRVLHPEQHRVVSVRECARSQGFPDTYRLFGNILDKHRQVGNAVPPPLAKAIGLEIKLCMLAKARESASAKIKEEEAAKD
# NadD block: inhibitors of S. aureus NadD, primary screen, biochemical, colorimetric, uHTS; Nicotinate-nucleotide adenylyltransferase NadD (Staphylococcus aureus N315); purified NadD enzyme, colorimetric absorbance read-out; inhibition, % at 20 µM; 360,000 tested, 0.78% active; AID 602399, 2012; in the data active means inhibition above about 26%; further: some compounds past the cut are filed as inactive
# The depositor's hits bear a star; i = inactive.
1) O=C(Nc1ccncc1)C1CCN(S(=O)(=O)c2c(Cl)cccc2Cl)CC1
2) CCCN(CC(=O)Nc1ccccc1OC)C(=O)C1=COCCO1
3) N#Cc1c(-c2ccc(C(F)(F)F)cc2)cc(-c2ccccc2)[nH]c1=S
4) Cc1cccc(-n2ncc3c2CCCC3NC(=O)CCCN2CCCCC2=O)c1C (stereo not drawn)
5) O=[N+]([O-])c1ccccc1CN1CCN(c2ncccn2)CC1
6) COc1ccc2[nH]cc(CCNC(=S)NC3CCCC3)c2c1
7) Cc1ccc(-c2noc(CSc3ccccc3)n2)cc1
8) CC(NC(=O)CN(C)Cc1cccc(F)c1)c1ccccc1 (stereo not drawn)
screen / no.	1	2	3	4	5	6	7	8
STEP inh	-0.9	0.1	0.1	1.3	-4.0	-0.5	2.5	-1.5
SKN-1 block	1.5	-0.7	-17.1	7.6	5.4	4.1	8.1	17.9
SUMO1-SIM PPI	2.9	-2.9	-3.1	4.0	-3.1	0.2	-1.3	3.8
LMPTP block	0.3	-1.3	-0.9	-0.6	-0.3	-0.8	1.5	-0.8
Tb MetRS inh	-0.4	-0.3	0.3	-0.3	-0.7	-0.2	-0.2	-0.1
NRP1-CendR mod	5.2	-3.0	-4.0	4.1	0.7	12.3	-1.5	-0.2
Neddyl block	i	i	i	i	i	i	i	i
Scp1 inh	6.8	-2.5	-8.3	9.3	-7.7	0.6	-18.6	-12.8
DNMT1 inh	-2.6	3.0	9.8	-0.3	-1.5	0.7	-4.6	1.3
NadD block	-4.7	-1.3	3.3	-3.1	0.0	-3.4	2.9	-0.3

9) O=[N+]([O-])c1ccc(Cl)c(/C=N/Nc2nc(N3CCOCC3)nc(N3CCOCC3)n2)c1
10) Cc1nc(CN(C)C(=O)CC2C(=O)NCCN2Cc2ccc(-c3ccccc3)cc2)cs1 (stereo not drawn)
11) O=C(Nc1nnc(SCc2ccc(Cl)cc2)s1)c1ccco1
12) Cc1cc(C(=O)N2CCCC2C(=O)O)c(C)o1 (stereo not drawn)
13) COc1ccc(/C=C2\SC(=O)N(CC(=O)NNC(=O)c3ccccc3O)C2=O)cc1
14) CCOc1ccc(N/C(N)=N/c2nc(CSc3nnnn3-c3ccccc3)cc(=O)[nH]2)cc1
15) COc1ncnc2c1oc1nc(C)c3c(c12)CC(C)(C)OC3
16) O=C(NC(=S)NCCN1CCOCC1)c1ccc(Cl)cc1
screen / no.	9	10	11	12	13	14	15	16
STEP inh	0.3	0.0	-1.0	-3.3	2.3	-3.4	1.2	3.5
SKN-1 block	5.6	5.1	-13.9	1.7	1.8	9.3	8.3	-4.6
SUMO1-SIM PPI	-5.4	-6.3	7.2	-2.1	-4.9	6.5	2.7	1.4
LMPTP block	-0.6	-0.5	-0.7	-2.5	7.8	0.6	-1.4	0.3
Tb MetRS inh	0.1	-0.4	-0.8	-0.2	0.0	-0.5	-0.3	-0.4
NRP1-CendR mod	3.8	-15.3	2.8	-18.4	-0.1	4.0	12.7	3.4
Neddyl block	i	i	i	i	i	i	i	i
Scp1 inh	-6.0	-4.2	-5.2	-2.5	4.3	2.5	-3.3	-6.7
DNMT1 inh	-2.5	-9.1	6.4	-3.2	6.9	11.7	2.3	1.7
NadD block	-4.3	2.1	2.9	0.8	22.8	12.8	-1.9	-4.4

# Single records, from the list above. Values in the order: STEP inh | SKN-1 block | SUMO1-SIM PPI | LMPTP block | Tb MetRS inh | NRP1-CendR mod | Neddyl block | Scp1 inh | DNMT1 inh | NadD block
# O=C(NC(=S)NCCN1CCOCC1)c1ccc(Cl)cc1 is listed with 3.5 | -4.6 | 1.4 | 0.3 | -0.4 | 3.4 | i | -6.7 | 1.7 | -4.4
# Cc1cc(C(=O)N2CCCC2C(=O)O)c(C)o1 (stereo not drawn) is listed with -3.3 | 1.7 | -2.1 | -2.5 | -0.2 | -18.4 | i | -2.5 | -3.2 | 0.8
# CCOc1ccc(N/C(N)=N/c2nc(CSc3nnnn3-c3ccccc3)cc(=O)[nH]2)cc1 is listed with -3.4 | 9.3 | 6.5 | 0.6 | -0.5 | 4.0 | i | 2.5 | 11.7 | 12.8
# COc1ccc(/C=C2\SC(=O)N(CC(=O)NNC(=O)c3ccccc3O)C2=O)cc1 is listed with 2.3 | 1.8 | -4.9 | 7.8 | 0.0 | -0.1 | i | 4.3 | 6.9 | 22.8
# O=[N+]([O-])c1ccc(Cl)c(/C=N/Nc2nc(N3CCOCC3)nc(N3CCOCC3)n2)c1 is listed with 0.3 | 5.6 | -5.4 | -0.6 | 0.1 | 3.8 | i | -6.0 | -2.5 | -4.3

# The listing picks up with the 2 entries that preceded the break.
15) COc1ncnc2c1oc1nc(C)c3c(c12)CC(C)(C)OC3
16) O=C(NC(=S)NCCN1CCOCC1)c1ccc(Cl)cc1
17) O=C(O)c1ccc(S(=O)(=O)c2ccccc2C(=O)O)c([N+](=O)[O-])c1
18) O=C(CN(CC1CCCO1)C(=O)CNS(=O)(=O)c1ccc(F)cc1)NCC1CCCO1 (stereo not drawn)
19) O=C(O)c1cccc(Nc2ccncc2[N+](=O)[O-])c1
20) CCOC(=O)c1[nH]c2ccccc2c1N=CN(CC)CC
21) CN(CCOC(=O)c1cccc(Br)c1)C(C)(C)C
22) CC(C)NC(=O)CC(=O)NN=C1CCCCC1
23) COc1ccc(OC2C(=O)N(c3cc(C)ccc3C)C2c2ccc(OC)c(OC)c2)cc1 (stereo not drawn)
24) COC(=O)C1CCC(=O)N1C(c1ccc(OC)cc1)c1cc(OC)c(OC)c(OC)c1 (stereo not drawn)
25) CCN(CC(=O)Nc1ccc2c(c1)OCCO2)Cc1cc(=O)oc2cc(C)c(C)cc12
screen / no.	15	16	17	18	19	20	21	22	23	24	25
STEP inh	1.2	3.5	1.6	-2.8	-2.9	9.4	-0.5	2.0	1.9	-2.8	-1.0
SKN-1 block	8.3	-4.6	13.4	9.3	13.7	15.4	4.4	0.4	5.9	-3.1	1.6
SUMO1-SIM PPI	2.7	1.4	-11.7	-0.6	-32.4	-3.3	-2.3	0.1	-1.5	-4.2	3.0
LMPTP block	-1.4	0.3	-1.8	-1.3	-2.1	0.2	-2.7	-1.6	3.6	-1.7	0.7
Tb MetRS inh	-0.3	-0.4	-0.3	-0.3	-0.4	-0.5	-0.1	0.0	-0.3	-0.3	-0.6
NRP1-CendR mod	12.7	3.4	-6.4	9.5	7.1	1.3	5.8	4.2	-2.8	-3.0	-12.9
Neddyl block	i	i	i	i	i	i	i	i	i	i	i
Scp1 inh	-3.3	-6.7	14.0	0.7	-12.3	-4.9	2.6	-3.7	-9.4	4.7	-4.1
DNMT1 inh	2.3	1.7	-3.4	2.4	0.8	1.8	-5.3	1.7	-8.7	-8.2	0.6
NadD block	-1.9	-4.4	-3.8	-4.2	-3.2	0.3	2.8	3.8	-7.3	2.3	1.1
